AI-2 QS mod = Vibrio harveyi AI-2 quorum sensing modulators, primary screen, JMH597 strain, luminescence/OD600 ratio; Vibrio harveyi JMH597 AI-2 luminescence/OD600 ratio, 9 h; hits give low values; strain lacks LuxN and CqsS sensors; 0 = neutral-control median; activity change, % at 7.5 µM; hit rate 0.4% among 300,000; AID 2094, 2009; in the data active = activity change below about -75%, passing the limit was not always enough;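 note: luminescence divided by OD600 gain over 9 h not by final OD600 alone; inactives centre near 13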
HSP90 inh = HSP90 inhibitors, primary screen, cell lysate, luminescence. Heat shock protein HSP 90 (rabbit reticulocyte lysate; luciferase refolding). Rabbit reticulocyte lysate, luciferase refolding luminescence, 3 h. inhibition, % at 5.6 µM. hit rate 0.91% among 290,000. AID 1789, 2009;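 active = inhibition above the screen-wide mean plus 3 SD, computed separately per campaign, cut at about 16% in these data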;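 note: 0% = DMSO wells and 100% = 60 µM geldanamycin wells; inhibitors lower the luminescence because luciferase stays unfolded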
KLF5 inh = KLF5 expression inhibitors, primary screen, DLD-1 cells, luminescence. DLD-1 KLF5 promoter-luciferase reporter. inhibition, % at 5 µM. hit rate 0.23% among 290,000. AID 1700, 2009;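 active = inhibition above a per-plate limit of that plate's mean compound inhibition plus 3 SD, cut at about 60% in these data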;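 note: 0% = DMSO wells and 100% = LY294002 at 200 µM; higher means less KLF5 promoter-driven luciferase light; inactives centre near -14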
SKKanGAS inh = S. pyogenes SKKanGAS growth inhibitors in kanamycin, primary screen, streptokinase expression inhibitor project, SKKanGAS strain, BacTiter-Glo luminescence | 6 h | inhibition, % at 7.5 µM | hit rate 1.3% among 300,000 | AID 1662, 2009;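 active = mean replicate score, as percent of positive control median, at least 50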;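 note: strain carries kanamycin resistance gene driven by streptokinase promoter and grows in 40 µg/ml kanamycin; loss of luminescence reflects streptokinase promoter inhibition or plain growth inhibition; 0% = median of DMSO wells and 100% = positive control at its reference dose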
aSyn UTR inh = MLPCN primary screen, SNCA 5' untranslated region; alpha-synuclein 5'UTR reporter, inhibitor activity; inhibition, % (tested at 7.5 µM); hit rate 0.82% among 300,000; in the data active = inhibition above about 60%;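 note: H4 neuroglioblastoma cells stably carrying SNCA 5'UTR luciferase fusion; 0% = DMSO wells and 100% = positive control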
HSF-1 act = HSF-1 activators, primary screen, NIH3T3-HGL cells, MG132 stress, luminescence, single point. NIH3T3-HGL HSF-1 luciferase reporter, 8 h; 100% = twice DMSO control signal. activation, % at 9 µM. hit rate 1.7% among 300,000. AID 504408, 2011;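 active = mean replicate activation of at least 50% with a set share of replicates each reaching 50%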;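 note: 0% = median of the neutral control wells and 100% = twice that signal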
HIF activator = HIF pathway transcriptional activators, primary screen, cell-based, U2OS HRE-luciferase, luminescence | U2OS HRE-luciferase reporter; normalized: DMSO 0%, desferrioxamine 100% | activation, % at 7.5 µM (by protocol) | hit rate 0.32% among 300,000 | AID 1910, 2009;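 active = mean activation of at least 10% of the iron chelator positive control signal, with at least half of replicates also reaching 10%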
IEC-6 tox = cytotoxicity in IEC-6 intestinal epithelial cells, primary screen, cytotoxicity control for KLF5 inhibitor project, cell-based, luminescence; AID 1825, 2009; hit rate 0.78% among 290,000; IEC-6 cytotoxicity, luminescence viability; inhibition, % at 5 µM; in the data active = inhibition above about 22%;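 note: 0% = plate median of test compound wells and 100% = cytotoxic reference compound wells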
Platelet DG rel = inhibitors of platelet dense granule secretion, primary screen, cell-based, MLPCN, human platelets | human platelet-rich plasma, SFLLRN dense granule ATP release, luminescence | hit rate 0.22% among 300,000 | AID 1663, 2009 | inhibition, %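 (compounds screened at 7.5 µM in platelet-rich plasma)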;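 active = mean replicate score, as percent of positive control, at or above 50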
HSF1 inh = HSF1 inhibitors in luciferase reporter cells, primary screen, cell-based, NIH3T3, luminescence | NIH3T3-HGL HSE-luciferase, MG132-induced, luminescence 8 h; hits give low values | hit rate 0.77% among 300,000 | activity change, negative = inhibition, % at 7.5 µM (by protocol);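 active = more than half of replicate wells show activity change below -50%, luminescence cut by over half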;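 note: luciferase reports HSF-1 transcriptional activity via heat shock element; 0% = median of DMSO wells and -100% = zero luminescence signal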
Starred values were filed as active, the others as inactive; · = no result given.

No.	structure	AI-2 QS mod	HSP90 inh	KLF5 inh	SKKanGAS inh	aSyn UTR inh
1	Cc1ccc2c(c1)SC1=NC(c3ccccc3)(C(F)(F)F)NC(=O)N12 (stereo not given)	16.4	1.4	-6.6	3.6	-17.3
2	CN(C)c1cccc(C(=O)N/C=C/n2cnc3cc(C(F)(F)F)ccc32)c1	24.3	3.9	-14.8	-23.1	-27.1
3	Cc1cc(C(=O)N(C)Cc2ccc(Br)cc2)no1	45.7	3.3	22.8	-2.7	7.7
4	Cc1c(C(=O)Nc2cccc(S(=O)(=O)N3CCCC3)c2)oc2ccccc12	12.4	-6.8	-12.8	13.0	-46.3
5	COc1ccc(OC)c(S(=O)(=O)NC2CCN(Cc3ccccc3)CC2)c1	4.9	1.5	-12.8	1.6	6.6
6	C=C(C)CSc1nc2c(c(=O)[nH]c(=O)n2C)n1Cc1ccccc1	13.2	·	·	-2.6	13.8
7	CSc1nc2c(c(=O)[nH]1)C(c1ccc(C(F)(F)F)cc1)CC(=O)N2 (stereo not given)	19.2	-4.2	-4.9	4.6	22.3
8	CCNC(=O)CC1C(=O)N(c2ccc(F)cc2)C(=O)N1CCC(C)C (stereo not given)	27.6	-3.0	-65.0	1.3	15.8
9	CCNC(=O)C(CC(C)C)NC(=O)C(CO)NC(=O)C1CCC(=O)N1 (stereo not given)	10.7	0.1	-12.7	-5.2	-18.6
10	CCOc1ccc2c(c1)C(=NNC(=O)c1ccncc1)c1cc(OCC)ccc1-2	-3.9	-1.8	2.3	65.0*	16.1

No.	HSF-1 act	HIF activator	IEC-6 tox	Platelet DG rel	HSF1 inh
1	35.7	0.6	2.1	-4.1	18.4
2	31.5	0.5	7.2	-0.2	12.2
3	14.3	-0.8	-7.5	4.4	1.7
4	18.0	0.4	1.9	5.4	6.9
5	37.0	·	3.4	6.8	14.0
6	29.1	-0.1	·	-11.9	11.7
7	15.3	-0.3	-2.7	-4.2	3.3
8	-1.4	-0.4	-2.2	4.1	-12.4
9	20.1	-0.5	-2.5	-10.3	2.5
10	30.1	0.5	6.8	5.8	5.6

New compounds follow:
No.	structure	AI-2 QS mod	HSP90 inh	KLF5 inh	SKKanGAS inh	aSyn UTR inh
11	C=CCNC(=S)N1CCOCC1	18.8	-2.7	-24.7	-2.9	4.0
12	COC(=O)c1cc(C(=O)OCC(=O)Nc2ccccc2OC(F)F)cc([N+](=O)[O-])c1	16.9	2.8	-28.8	-1.0	13.7
13	Cc1csc2nc(CNS(=O)(=O)c3ccc(-c4ccccc4)cc3)cn12	24.8	-2.0	10.6	-8.9	-16.4
14	Cc1nnc(N)nc1C	5.1	-0.4	21.9	-16.0	-13.8
15	COc1ccc(NC2=NCC(=O)N2c2ccccc2F)c(OC)c1	14.6	-3.3	-34.4	-1.7	6.8
16	O=C(C1CC1)N1CCN(c2nc3ccccc3s2)CC1	41.1	-3.5	-105.3	8.9	-84.1
17	COc1ccc(C(C(=O)NC2CCCC2)N(Cc2ccc(C)cc2)C(=O)c2ccn[nH]2)cc1OC (stereo not given)	3.1	-0.8	-23.2	-5.3	4.3
18	COc1cc(NC(=O)CN2C(=O)NC(C)(c3ccc(OC(F)F)cc3)C2=O)cc(OC)c1OC (stereo not given)	23.3	-3.3	5.0	1.7	14.0
19	Cn1cc(-c2cccc(C(F)(F)F)c2)cc(C#N)c1=O	10.2	-1.4	-2.1	-5.8	12.8
20	CC1CC2(NC(=O)NC2=O)C(C)CN1C (stereo not given)	30.0	3.7	-10.4	-7.1	-9.3

No.	HSF-1 act	HIF activator	IEC-6 tox	Platelet DG rel	HSF1 inh
11	-26.4	-0.8	1.1	12.7	-12.5
12	-11.9	-0.2	-3.7	-7.4	7.3
13	-18.5	-0.1	4.8	-0.9	-4.3
14	3.3	0.0	2.4	-19.9	2.6
15	-15.4	0.4	-5.3	-0.1	-0.5
16	34.2	1.9	2.9	-0.4	-2.4
17	-4.5	0.1	-1.5	1.6	-3.1
18	11.3	-0.5	-10.1	-5.0	-3.1
19	11.3	0.0	-2.1	8.0	-6.6
20	-4.7	-0.5	6.4	0.4	-4.4

Additional structures.
No.	structure	AI-2 QS mod	HSP90 inh	KLF5 inh	SKKanGAS inh	aSyn UTR inh
21	COc1cc(SC)ccc1C(=O)N1CCCCCC1	3.8	3.1	-13.8	-15.0	-2.7
22	CC(C)C[C@H](NC(=O)c1[nH]cnc1C(=O)Nc1ccc(CNC(=O)OC(C)(C)C)cc1)C(=O)OCc1ccccc1	-19.1	·	·	30.8	-14.6
23	COC(=O)C1(Cc2ccc(O)cc2)OC(=O)C(O)=C1c1ccc(O)cc1 (stereo not given)	3.1	·	·	3.7	-6.0
24	CCOC(=O)c1cc(-c2ccccc2)n(CC(=O)N2CCCC2)c1C	17.3	1.5	-6.3	2.4	-2.6
25	O=C1c2cccnc2C(=O)N1Cc1ccc(S(=O)(=O)N2CCN(c3ccccc3)CC2)cc1	21.2	-3.8	-1.2	-15.2	13.8
26	CC(=O)Nc1ccccc1C(=O)N1CC(C)OC(C)C1 (stereo not given)	14.5	0.0	0.8	0.7	5.7
27	CCN(CC(O)c1cccc(O)c1)C(=O)C12CC3CC(CC(C3)C1)C2 (stereo not given)	13.8	6.5	4.0	5.2	9.0
28	CCCn1cc([C@@H]2C[C@H]3CN(Cc4cccc(Cl)c4)C(=O)[C@]34CCCN24)c(C)n1	27.4	7.9	-4.1	1.1	5.0
29	CCOC(=O)c1ccccc1NC(=S)N1CCC(C)CC1	6.2	2.3	-6.5	-5.2	1.9
30	CN1CCCc2cc(C=O)ccc21	-4.5	-3.0	-25.6	-5.0	-6.6

No.	HSF-1 act	HIF activator	IEC-6 tox	Platelet DG rel	HSF1 inh
21	-15.2	-0.3	1.7	-5.9	-9.2
22	26.0	1.0	·	-5.7	8.3
23	4.6	0.2	·	0.2	-6.7
24	5.5	0.1	-1.6	4.9	-14.3
25	3.2	0.2	3.3	3.1	-0.2
26	5.7	-0.5	-0.1	-7.0	-1.2
27	-5.2	0.8	-2.1	1.7	-0.2
28	9.6	0.5	2.4	1.3	-5.0
29	-12.8	0.0	3.6	-12.4	-12.8
30	-14.6	0.0	-0.8	-3.1	-3.6

(listing goes on)
No.	structure	AI-2 QS mod	HSP90 inh	KLF5 inh	SKKanGAS inh	aSyn UTR inh
31	Cc1ccc(OCC(=O)N2CCCCC2)c(Br)c1	14.7	-0.1	-59.7	-0.5	-125.3
32	CCn1cc(C(=O)N(C)CC(OC)OC)c(=O)c2cc(S(=O)(=O)N3CCOCC3)ccc21	29.5	-0.9	-14.9	-1.5	-21.3
33	CC(=O)N(CCC1(c2ccc(C)cc2)CCOC(C(C)C)C1)Cc1ccco1 (stereo not given)	4.2	-0.9	9.0	-3.5	-10.9
34	Cc1cccc2cc(CN(Cc3ccco3)S(=O)(=O)c3ccc4c(c3)OCCO4)c(=O)[nH]c12	22.9	0.5	0.1	0.4	10.2
35	CC1=C(C(=O)OCc2ccccc2)C(c2cccs2)NC(=O)N1CCCC(=O)O (stereo not given)	20.3	2.0	1.7	2.6	9.7
36	COc1cc2c(C(=O)OCCN(C)C)c(CSc3ccccc3)n(C)c2cc1Br	12.6	2.6	-24.5	-11.0	-50.6
37	Cc1ccc(S(=O)(=O)C2C(=O)NC3(C)CC2c2ccccc2O3)cc1 (stereo not given)	16.2	0.5	-27.4	-11.4	9.0
38	NS(=O)(=O)c1cccc(NC(=O)CSc2nnc(-c3ccccc3F)n2C2CC2)c1	18.7	5.1	-16.6	-3.0	-3.8
39	COc1cc(CO)ccc1OCC(=O)N1CCc2ccccc21	8.0	1.1	-22.7	4.6	-15.5
40	CCc1nnc(NC(=O)C2c3ccccc3Oc3ccccc32)s1	12.4	1.1	-50.8	0.1	19.9

No.	HSF-1 act	HIF activator	IEC-6 tox	Platelet DG rel	HSF1 inh
31	17.5	2.5	-2.8	-3.4	13.2
32	-1.6	0.8	-4.2	-1.5	0.0
33	12.9	-0.1	-5.5	24.9	8.9
34	13.6	-2.2	1.3	0.4	19.7
35	-0.6	0.4	8.8	-1.1	1.7
36	45.2	0.0	-2.5	6.2	27.0
37	-3.7	0.1	2.9	16.0	-1.7
38	-4.1	-0.1	-4.1	-1.7	2.3
39	2.4	0.3	-0.9	-1.2	2.0
40	-0.8	-0.3	10.6	-1.0	-10.2

(further entries)
No.	structure	AI-2 QS mod	HSP90 inh	KLF5 inh	SKKanGAS inh	aSyn UTR inh
41	COc1ccc(C(c2nnnn2Cc2ccccc2)N2CCN(c3nc4ccccc4s3)CC2)cc1 (stereo not given)	1.8	0.9	2.8	14.9	11.5
42	COc1ccc2nc(C(F)(F)C(F)(F)F)c(C#N)c(N)c2c1	18.1	4.6	-23.7	8.1	-5.3
43	COc1ccccc1NC(=O)Cn1c(=O)c(N(C)C)c(N)n(C)c1=O	24.1	-1.2	9.7	3.5	-5.2
44	COc1cccc(N2CCN(S(=O)(=O)c3ccc(-n4cnnn4)cc3)CC2)c1	17.7	-2.4	-21.5	-3.2	3.8

No.	HSF-1 act	HIF activator	IEC-6 tox	Platelet DG rel	HSF1 inh
41	2.6	-0.9	-4.8	2.3	-2.8
42	-1.4	-1.8	4.4	-5.8	-15.2
43	-75.6	-0.3	5.5	-2.0	-71.2*
44	4.6	0.2	-0.1	3.2	2.8

Record cards, as listed above.
Profile of COc1cc(SC)ccc1C(=O)N1CCCCCC1 : AI-2 QS mod = 3.8; HSP90 inh = 3.1; KLF5 inh = -13.8; SKKanGAS inh = -15.0; aSyn UTR inh = -2.7; HSF-1 act = -15.2; HIF activator = -0.3; IEC-6 tox = 1.7; Platelet DG rel = -5.9; HSF1 inh = -9.2
Profile of CN1CCCc2cc(C=O)ccc21 : AI-2 QS mod = -4.5; HSP90 inh = -3.0; KLF5 inh = -25.6; SKKanGAS inh = -5.0; aSyn UTR inh = -6.6; HSF-1 act = -14.6; HIF activator = 0.0; IEC-6 tox = -0.8; Platelet DG rel = -3.1; HSF1 inh = -3.6
Profile of Cc1c(C(=O)Nc2cccc(S(=O)(=O)N3CCCC3)c2)oc2ccccc12 : AI-2 QS mod = 12.4; HSP90 inh = -6.8; KLF5 inh = -12.8; SKKanGAS inh = 13.0; aSyn UTR inh = -46.3; HSF-1 act = 18.0; HIF activator = 0.4; IEC-6 tox = 1.9; Platelet DG rel = 5.4; HSF1 inh = 6.9

Assay outcomes deposited in PubChem by several laboratories.
